Rac1 act GTP bind: alters GTP binding to activated mutant human Rac1 | AID 764 | 190,000 tested, 0.11% active | P63000 | GST-Rac1 activated beads, fluorescent GTP binding, flow cytometry; actives lie on both sides; 100% means binding = to untreated wells | percent activity (GTP binding), % at 10 µM;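 active = GTP binding at least 20 percentage points away from the 100% baseline, in either direction, so actives lie on both sides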
HRas wt GTP bind: human HRas wildtype GTP binding, change in either direction; P01112; GST-Ras wt beads, Bodipy-FL-GTP binding, flow cytometry; actives lie on both sides; GTP binding activity, % at 10 µM; 190,000 tested, 0.14% active; AID 759;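 active = GTP binding activity at least 20% away from the 100% baseline, either lowered as inhibitor or raised as activator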;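 also: 0% = unlabeled GTP competition control and 100% = no-compound control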
Target sequence (P01112 whole entry, looked up): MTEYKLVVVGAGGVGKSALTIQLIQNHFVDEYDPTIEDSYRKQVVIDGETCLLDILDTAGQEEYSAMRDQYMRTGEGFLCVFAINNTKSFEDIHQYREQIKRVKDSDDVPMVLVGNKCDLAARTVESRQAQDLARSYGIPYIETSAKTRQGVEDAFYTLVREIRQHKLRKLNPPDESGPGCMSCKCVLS
ABCG2 inh: inhibitors of human ABCG2 transporter, ABCB1 counter-screen; inhibition, % at 6.6 µM; Q9UNQ0; AID 1325; IgMXP3 cells, JC-1 efflux, flow cytometry; 190,000 tested, 0.1% active;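 active = inhibition above 80%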;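 also: 0% = DMSO and 100% = nicardipine control wells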
Target sequence (Q9UNQ0 whole entry, looked up): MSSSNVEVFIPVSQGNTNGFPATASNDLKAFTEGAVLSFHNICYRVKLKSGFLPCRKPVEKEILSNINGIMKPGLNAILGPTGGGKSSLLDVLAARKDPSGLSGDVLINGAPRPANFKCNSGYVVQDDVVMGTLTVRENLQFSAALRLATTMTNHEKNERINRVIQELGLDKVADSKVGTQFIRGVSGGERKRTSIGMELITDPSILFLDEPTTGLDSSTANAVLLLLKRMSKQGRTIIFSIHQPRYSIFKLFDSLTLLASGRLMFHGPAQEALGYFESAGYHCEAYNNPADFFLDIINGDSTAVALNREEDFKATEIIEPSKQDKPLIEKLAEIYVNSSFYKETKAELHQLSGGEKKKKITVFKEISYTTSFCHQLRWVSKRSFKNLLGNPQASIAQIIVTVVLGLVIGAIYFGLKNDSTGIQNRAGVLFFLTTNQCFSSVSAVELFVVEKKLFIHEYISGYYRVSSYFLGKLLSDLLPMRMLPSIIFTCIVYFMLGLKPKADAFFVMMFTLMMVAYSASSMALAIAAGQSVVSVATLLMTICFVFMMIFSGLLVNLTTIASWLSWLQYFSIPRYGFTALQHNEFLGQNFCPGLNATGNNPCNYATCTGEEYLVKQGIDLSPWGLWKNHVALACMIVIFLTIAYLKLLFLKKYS
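Measure – % inhibition of efflux relative to nicardipine and DMSO · Test system – ABCG2 IgMXP3 and barcoded ABCB1 CCRF-Adr cell mix · Control set – nicardipine as high control, DMSO as low control · Compound – one concentration, 6.6 µM final · Signal – flow cytometry of retained JC-1 fluorescence · Timing – 10 min exposure at 25 °C with rotation, no wash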
GSH fluor: compound fluoresces at 488/530 nm on GSH beads. GSH beads flow cytometry, compound fluorescence 488/530 nm; hits give high values. fluorescence (KMESF) at 10 µM. 190,000 tested, 0.25% active. AID 1776; in the data active = fluorescence above about 89;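 also: glutathione beads carrying GST-tagged Bcl family fusion proteins plus one bare bead set; values are compound well signal with DMSO vehicle wells as background; inactives centre near 16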
Avidin bead fluor: avidin bead compound fluorescence profile. Avidin beads, compound fluorescence 488/530 nm, flow cytometry; hits give high values. fluorescence (KMESF) at 10 µM. 220,000 tested, 0.38% active. AID 1775; in the data active = fluorescence above about 47; also: inactives centre near 10
Cdc42 wt: modulators (inhibitors or activators) of GTP binding to human Cdc42 wildtype; 190,000 tested, 0.2% active; AID 761; GST-Cdc42 beads, Bodipy-GTP binding, flow cytometry; actives lie on both sides; percent activity (GTP binding), % at 10 µM;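 active = percent activity GTP binding at least 20 points away from the 100% baseline, either down as inhibitor or up as activator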;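 also: median bead fluorescence of bound Bodipy-FL-GTP at 100 nM; 0% = excess unlabeled GTP control and 100% = no compound control; below 100% means less GTP binding so inhibitor and above means activator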
Target sequence (P60953 whole entry, looked up): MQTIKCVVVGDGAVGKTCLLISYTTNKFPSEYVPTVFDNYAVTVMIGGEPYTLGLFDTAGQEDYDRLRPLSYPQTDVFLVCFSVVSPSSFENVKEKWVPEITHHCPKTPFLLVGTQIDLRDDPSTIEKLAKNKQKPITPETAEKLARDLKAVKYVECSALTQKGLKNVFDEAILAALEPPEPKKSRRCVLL
ABCB1 inh: human ABCB1 inhibition, ABCG2 as counter-screen; CCRF-Adr cells, JC-1 efflux, flow cytometry; inhibition, % at 6.6 µM; 190,000 tested, 0.067% active; in the data active = inhibition above about 40%;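 also: 0% = vehicle and 100% = reference inhibitor; higher value means more JC-1 retained so stronger ABCB1 efflux block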
Rab7 wt modul: alters GTP binding to wildtype dog Rab7 | 190,000 tested, 0.055% active | GTP binding activity (percent of control), % at 10 µM | GST-Rab7 beads, fluorescent GTP binding, flow cytometry; actives lie on both sides; untreated = 100%, excess cold GTP = 0% | AID 758;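 active = fluorescent GTP binding to Rab7 beads changed by at least 20 points from the 100% baseline, either direction, mostly lower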;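 also: median green fluorescence of bound Bodipy-FL-GTP per Rab7 bead population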
Rab2A wt mod: changes GTP binding to wildtype dog Rab2A, up or down; AID 760; GST-Rab2 wt beads, Bodipy-GTP binding, flow cytometry; 190,000 tested, 0.19% active; GTP binding activity, % at 10 µM;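 active = GTP binding activity at least 20 points away from 100%, either lowered or raised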;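 also: 0% = beads with excess unlabeled GTP and 100% = no-compound control corrected for plate trend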
Pf gamet viab: kills late stage P. falciparum gametocytes | inhibition, % at 10.9 µM | AID 743093 | 150,000 tested, 0.065% active | P. falciparum stage V gametocytes, ATP luminescence, 24 h;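 active = inhibition above the mean plus 3 SD of compounds within the control limits, set per campaign, cut at about 38% in these data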;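 also: 0% = DMSO wells and 100% = medium only without gametocytes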
Rac1 wt GTP bind: modulators of human Rac1 wildtype GTP binding; GTP binding activity (% of control), % at 10 µM; 190,000 tested, 0.27% active; AID 757; GST-Rac1 beads, fluorescent GTP binding, flow cytometry; actives lie on both sides; 0 = cold GTP competed, 100 = untreated;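 active = GTP binding activity at least 20 points away from the 100% control level, either lower or higher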
Starred values were filed as active, the others as inactive; x = not tested or not shown.

SMILES | Rac1 act GTP bind | HRas wt GTP bind | ABCG2 inh | GSH fluor | Avidin bead fluor | Cdc42 wt | ABCB1 inh | Rab7 wt modul | Rab2A wt mod | Pf gamet viab | Rac1 wt GTP bind
O=C(COc1ccc(Cl)cc1Cl)Nc1ccccc1NS(=O)(=O)c1cccs1 | 94 | 98 | -1 | 10 | 5 | 95 | -0.1 | 103 | 95 | x | 96
CC(C)N1CCC(N2CCN(Cc3cc4c(cc3Cl)OCO4)CC2CCO)CC1 (stereo not given) | 97 | 94 | 0 | 12 | 10 | 95 | -0.5 | 94 | 96 | -16 | 97
COc1ccccc1-c1nc2ccccc2nc1-c1ccccc1 | 99 | 100 | 16 | 11 | 13 | 99 | 0.8 | 101 | 97 | -10 | 104
C=C(C)Cn1c(C)cc(C)c(S(=O)(=O)c2ccc(C)cc2)c1=O | 92 | 95 | 1 | 25 | 9 | 93 | -0.1 | 102 | 94 | 2 | 94
Cc1nc2ccccc2n1CC(=O)N/N=C/c1cccnc1 | 97 | 99 | 1 | 10 | 24 | 96 | -0.1 | 103 | 98 | -7 | 97
COc1cc(CNC(C)C)c(Br)cc1OC1CCCC1 | 99 | 100 | 2 | 15 | 8 | 99 | 0.9 | 103 | 100 | -7 | 104
O=C(Cn1c(=O)oc2cc(S(=O)(=O)N3CCCC3)ccc21)Nc1cccc(C(F)(F)F)c1 | 100 | 104 | 0 | 9 | 7 | 103 | -0.2 | 104 | 103 | x | 109
Cc1ccc(NC(=O)/C=C/c2ccc([N+](=O)[O-])s2)c(C)c1 | 98 | 94 | 25 | 17 | 6 | 95 | 0.8 | 94 | 95 | -13 | 98
CCC(CC)NC(=O)c1cccc(NC(=O)C(C)C)c1 | 100 | 103 | 5 | 11 | 5 | 103 | x | 102 | 101 | -2 | 103
CCCn1c(=N)n(CC(=O)OCC)c2ccccc21 | 101 | 99 | 3 | 8 | 10 | 100 | 0.8 | 99 | 102 | x | 101
Nc1nonc1C(=O)OCC(=O)N1CCOCC1 | 101 | 107 | 2 | 19 | 7 | 107 | 0.5 | 104 | 107 | 5 | 104
CC[n+]1c(/C=C/N(C)c2ccccc2)oc2ccc(Cl)cc21 | 97 | 95 | 6 | 7 | 16 | 102 | -0.8 | 97 | 95 | 11 | 101
COC(=O)c1sccc1NC(=O)C1CC=CCC1C(=O)O (stereo not given) | 98 | 98 | 8 | 33 | 14 | 98 | 1.6 | 97 | 98 | 9 | 103
COc1ccc(CNC(=O)Nc2ccc3c(c2)N(C)C(=O)CS3)cc1 | 97 | 99 | 12 | 11 | 3 | 99 | 2.1 | 102 | 100 | -3 | 100
COc1ccc(C2CC(c3cccs3)=NN2c2ccccc2)cc1 (stereo not given) | 94 | 94 | -1 | 26 | 5 | 94 | -0.2 | 95 | 97 | 7 | 92
COc1cc(/C=N/NC(=S)Nc2cccc(S(=O)(=O)N(C)C)c2)cc(OC)c1O | 101 | 99 | 13 | 12 | 7 | 103 | 0.3 | 100 | 96 | -35 | 103
O=C(NCCc1nnc2ccc(NCc3ccc(F)cc3)nn12)c1ccccc1 | 96 | 97 | 7 | 24 | 11 | 95 | 0.2 | 93 | 96 | -14 | 98
O=C(O)c1nn(-c2cccc(Cl)c2)c(=O)cc1O | 98 | 99 | 5 | 13 | 8 | 96 | 0.0 | 107 | 99 | 14 | 100
CC(NC(=O)COC(=O)c1ccc2ccccc2n1)C1CC2CCC1C2 (stereo not given) | 98 | 99 | 1 | 18 | 12 | 99 | -0.5 | 104 | 100 | -10 | 99
Cn1cc(CC(=O)NC2CCCCC2)c2ccccc21 | 95 | 96 | 0 | 13 | 10 | 100 | 0.0 | 97 | 99 | -9 | 101
COc1ccc(S(=O)(=O)NCCc2c(C)nn(C)c2Oc2ccccc2)cc1 | 99 | 104 | 0 | 16 | 11 | 106 | 0.2 | 101 | 103 | x | 102
CCOc1ccc(N2CSC3=C(C#N)C(c4ccco4)CC(=O)N3C2)cc1 (stereo not given) | 99 | 100 | -1 | 15 | 29 | 101 | -0.3 | 98 | 99 | x | 101
Cn1nc2c(c1C(=O)N1CCCC(C(=O)c3cc(F)ccc3F)C1)CCCC2 (stereo not given) | 96 | 100 | 3 | 9 | 2 | 96 | 1.8 | 105 | 98 | x | 103
COc1ccc(-n2c(SCC(=O)OC(C)C)nnc2-c2ccccn2)cc1 | 101 | 102 | 1 | 62 | 7 | 107 | 0.6 | 98 | 101 | 3 | 109
NC(=O)c1nsc(C(=O)N(CC(=O)NCc2ccco2)c2ccccc2F)c1N | 101 | 98 | 3 | 26 | 5 | 98 | 1.6 | 95 | 99 | x | 103
O=C(CN1CCCCCC1)OCCN=C1NS(=O)(=O)c2ccccc21 | 101 | 103 | 0 | 34 | 7 | 101 | 0.2 | 100 | 101 | x | 104
O=S(=O)(NCc1cn2ccsc2n1)c1cccs1 | 101 | 102 | 5 | 30 | 13 | 102 | 0.4 | 103 | 102 | x | 106
COc1ccc(-c2cc(C(=O)OCC(=O)Nc3cc(C)on3)c3ccccc3n2)cc1OC | 92 | 94 | 3 | 30 | 9 | 94 | 1.1 | 91 | 93 | x | 90
Cc1nc(/C=C/c2ccccc2)cc(/C=C/c2ccccc2)n1 | 99 | 100 | -1 | 27 | 4 | 100 | -2.0 | 99 | 100 | 10 | 102
COc1ccc2c(c1)CCc1sc(NC(=O)c3ccco3)nc1-2 | 98 | 100 | 10 | 20 | 8 | 101 | 0.9 | 100 | 99 | x | 104

Brought forward from above: 5 entries, then new ones.
SMILES | Rac1 act GTP bind | HRas wt GTP bind | ABCG2 inh | GSH fluor | Avidin bead fluor | Cdc42 wt | ABCB1 inh | Rab7 wt modul | Rab2A wt mod | Pf gamet viab | Rac1 wt GTP bind
O=C(CN1CCCCCC1)OCCN=C1NS(=O)(=O)c2ccccc21 | 101 | 103 | 0 | 34 | 7 | 101 | 0.2 | 100 | 101 | x | 104
O=S(=O)(NCc1cn2ccsc2n1)c1cccs1 | 101 | 102 | 5 | 30 | 13 | 102 | 0.4 | 103 | 102 | x | 106
COc1ccc(-c2cc(C(=O)OCC(=O)Nc3cc(C)on3)c3ccccc3n2)cc1OC | 92 | 94 | 3 | 30 | 9 | 94 | 1.1 | 91 | 93 | x | 90
Cc1nc(/C=C/c2ccccc2)cc(/C=C/c2ccccc2)n1 | 99 | 100 | -1 | 27 | 4 | 100 | -2.0 | 99 | 100 | 10 | 102
COc1ccc2c(c1)CCc1sc(NC(=O)c3ccco3)nc1-2 | 98 | 100 | 10 | 20 | 8 | 101 | 0.9 | 100 | 99 | x | 104
CCn1c(C(=O)O)c(CC(=O)NC2CCCCCC2)c2ccccc21 | 92 | 95 | 0 | 12 | 11 | 93 | 0.0 | 99 | 95 | 11 | 96
CC(C)CC1CCCCC1OC(=O)CN1CCCCC1 (stereo not given) | 99 | 98 | 2 | 11 | 14 | 99 | 0.2 | 100 | 101 | -17 | 101
CC(C)(C)C(=O)Nc1ccccc1C(=O)Nc1ccncc1 | 98 | 101 | 11 | 14 | 5 | 100 | 0.4 | 100 | 99 | x | 104
CN(C)c1ccc(/C=N/NC(=O)CNC(=O)c2ccco2)cc1 | 97 | 97 | 5 | 10 | 3 | 99 | -0.4 | 98 | 96 | -4 | 98
O=C(COC(=O)Cc1cccs1)Nc1ccccc1F | 96 | 98 | 0 | 5 | 9 | 100 | 0.0 | 98 | 96 | -13 | 100
Cc1ccc2c(c1)c1c3n2CC(=C2C(=O)OC(C)(C)OC2=O)NC3CCC1 (stereo not given) | 94 | 98 | -1 | 19 | 13 | 99 | -2.2 | 96 | 98 | 0 | 100
CCOC(=O)c1[nH]c2ccc(Cl)cc2c1-c1ccccc1 | 95 | 98 | 3 | 11 | 32 | 98 | 0.2 | 96 | 95 | x | 96
Cn1c(=O)[nH]c(NC2CCCCC2)c(N=O)c1=O | 98 | 101 | -9 | 15 | 5 | 104 | -0.7 | 101 | 99 | -17 | 102
C=CCOc1c(CNc2nccs2)cccc1OCC | 91 | 98 | 2 | 32 | 14 | 95 | 0.7 | 98 | 95 | x | 95
COCCCNC(=S)NCCCNc1nc2cc(C)cc(C)c2cc1C#N | 95 | 94 | 0 | 14 | 13 | 96 | 0.1 | 102 | 98 | 1 | 94
Cc1ccccc1CN(C)CC(=O)NC(C)CCc1ccccc1 (stereo not given) | 93 | 97 | 8 | 9 | 5 | 96 | 0.8 | 93 | 96 | x | 96
COc1ccc(S(=O)(=O)N(C)c2ccc(OCC(=O)Nc3cc(C)on3)cc2)cc1 | 100 | 101 | 6 | 12 | 18 | 100 | 0.8 | 99 | 99 | 19 | 99
CCN(CC)CCCN1C(=O)c2oc3ccccc3c(=O)c2C1c1cccs1 (stereo not given) | 99 | 101 | 2 | 24 | 35 | 101 | 0.4 | 99 | 98 | x | 105
CCC(c1nnnn1C1CCCC1)N1CCN(c2cccc(OC)c2)CC1 (stereo not given) | 96 | 98 | 2 | 14 | 11 | 98 | 0.9 | 104 | 100 | 9 | 101
CC(C)Oc1ccc(-c2nn(-c3ccccc3)cc2/C=c2\sc3ncnn3c2=O)cc1 | 100 | 100 | 0 | 39 | 3 | 99 | -0.5 | 101 | 100 | x | 101
Cc1c(CC(Cl)(Cl)Cl)c2c(n1O)CC(C)(C)CC2=O | 97 | 99 | 11 | 11 | 6 | 99 | 1.3 | 100 | 100 | x | 101
Cc1cc(C[n+]2ccccc2)c2nsnc2c1 | 99 | 99 | -1 | 18 | 35 | 98 | -0.2 | 101 | 99 | x | 101
Cc1c(NS(=O)(=O)c2ccc(NCC3CCCO3)c([N+](=O)[O-])c2)c(=O)n(-c2ccccc2)n1C (stereo not given) | 95 | 99 | 1 | 14 | 7 | 94 | 0.2 | 102 | 98 | 28 | 96
CC(C)N1CC(O)=C(c2nc3ccccc3[nH]2)C1=N | 97 | 101 | 6 | 30 | 10 | 100 | 0.1 | 104 | 104 | 19 | 104
CCOC(=O)Cn1c2ccc(F)cc2c2nc(C)sc21 | 97 | 100 | 7 | 69 | 15 | 97 | -0.9 | 99 | 101 | -18 | 101
Cc1ccc(-c2nc(CN3CCCCC3c3cccc(F)c3)c(C)o2)o1 (stereo not given) | 97 | 100 | 1 | 11 | 9 | 96 | 0.3 | 107 | 99 | 9 | 102
CCOCCOC(=O)COC(=O)c1ccccc1NC(=O)c1ccccc1 | 99 | 101 | 12 | 12 | 13 | 103 | 1.1 | 93 | 101 | 1 | 106

Bioassay records (PubChem BioAssay)
